ASAP1 inh: ASAP1 ArfGAP inhibition; Q9ULH1; ASAP1-stimulated ARF1 GTP hydrolysis, GDP FP detection; inhibition, % at 16.5 µM; 360,000 compounds, 0.19% hits; AID 624377; in the data active means inhibition above about 25%;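 further: 0% = vehicle with enzyme and substrate and 100% = no enzyme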
Tn6 DDE FP: inhibitors of Tn6 peptide binding to human fibrin DD(E) | Fibrin DD(E) TRITC-Tn6 fluorescence polarization displacement | inhibition, % at 8.3 µM | 370,000 compounds, 0.21% hits | AID 720509;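 active means inhibition above a per-campaign cutoff: mean of compounds within control limits plus 3 SD, cut at about 15% in these data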;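 further: 0% = median of all compound wells on the plate and 100% = blocking peptide control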
UHRF1 binding: human UHRF1 methylated DNA binding inhibitors. Q96T88. UHRF1 binding to methylated oligo, TR-FRET. inhibition, % at 4.4 µM. 370,000 compounds, 0.75% hits; in the data active means inhibition above about 21%;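 further: UHRF1 SRA domain binding a hemimethylated CpG hairpin DNA probe; 0% = median of test compound wells and 100% = reference inhibitor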
Target sequence (Q96T88 whole entry, looked up, the tested form may be a part): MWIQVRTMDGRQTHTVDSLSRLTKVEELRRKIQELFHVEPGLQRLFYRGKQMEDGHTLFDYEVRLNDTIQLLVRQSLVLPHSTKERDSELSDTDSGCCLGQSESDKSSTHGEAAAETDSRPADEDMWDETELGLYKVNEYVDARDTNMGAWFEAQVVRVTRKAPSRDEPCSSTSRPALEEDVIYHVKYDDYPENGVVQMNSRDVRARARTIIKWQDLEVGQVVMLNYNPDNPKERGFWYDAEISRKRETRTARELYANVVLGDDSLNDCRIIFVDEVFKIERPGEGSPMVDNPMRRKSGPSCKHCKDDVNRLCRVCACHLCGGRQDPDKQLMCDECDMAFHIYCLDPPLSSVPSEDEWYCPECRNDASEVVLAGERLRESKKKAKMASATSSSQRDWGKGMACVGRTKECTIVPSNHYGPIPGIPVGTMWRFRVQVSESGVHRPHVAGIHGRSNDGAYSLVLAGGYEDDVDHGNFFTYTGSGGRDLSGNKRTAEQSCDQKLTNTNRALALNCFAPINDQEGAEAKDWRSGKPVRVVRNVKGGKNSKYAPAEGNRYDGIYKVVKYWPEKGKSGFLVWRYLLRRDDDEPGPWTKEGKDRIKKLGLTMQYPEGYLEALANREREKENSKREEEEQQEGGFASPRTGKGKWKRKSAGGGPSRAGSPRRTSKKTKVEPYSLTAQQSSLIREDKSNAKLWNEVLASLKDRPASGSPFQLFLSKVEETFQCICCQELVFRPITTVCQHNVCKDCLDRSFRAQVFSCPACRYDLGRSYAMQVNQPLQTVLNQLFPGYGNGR
PLCb3 inh: PLC-beta3 (human) inhibition, primary screen | Purified PLC-beta3, fluorogenic substrate, fluorescence | inhibition, % at 12.2 µM | AID 720704 | 370,000 compounds, 0.18% hits; in the data active means inhibition above about 11%;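 further: 0% = median of compound wells on plate and 100% = full blocker control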
HGIII-sPLA2 inh: Inhibits HGIII-sPLA2 liposome hydrolysis, primary screen; Q9NZ20; QFRET BODIPY PC-A2 liposome hydrolysis, fluorescence; inhibition, % at 12.2 µM; 370,000 compounds, 0.56% hits; AID 743126;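 active means inhibition above mean plus 3 SD of compounds lying within the high and low control bounds, cut at about 19% in these data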;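 further: 0% = median of test compound wells and 100% = no enzyme DMSO wells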
ARFGAP1 inhibitor: rat ARFGAP1 inhibition; 360,000 compounds, 0.26% hits; Q62848; inhibition, % at 16.5 µM; Arfgap1-stimulated ARF1 GTP hydrolysis, GDP FP detection;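 active means inhibition above a per-plate limit, mean inhibition of low control wells plus 3 SD, cut at about 25% in these data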;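 further: 0% = DMSO wells with enzyme and 100% = wells lacking Arfgap1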
Target sequence (Q62848 1-136 limits assumed): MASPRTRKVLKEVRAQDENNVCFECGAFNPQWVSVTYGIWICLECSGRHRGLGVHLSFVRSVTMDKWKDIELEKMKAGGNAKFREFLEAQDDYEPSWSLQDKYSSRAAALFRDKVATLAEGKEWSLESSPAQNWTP
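System: truncated rat Arfgap1 GAP domain / Medium: HEPES-based buffer, pH 7.5 / Also added: N-terminally truncated human ARF1-GTP substrate / Incubation: enzyme reaction 120 min at 25 °C after 20 min preincubation / Measured by: FP of antibody-bound GDP Alexa 633 tracer, ex 620/em 688 nm / Replicates: singlicate, each compound tested once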
Tn7 DDE FP: inhibitors of Tn7 peptide binding to human fibrin DD(E); P02675; FP displacement of FITC-Tn7 peptide from fibrin DD(E); 0% = median of compound wells per plate; inhibition, % at 8.3 µM; 370,000 compounds, 0.13% hits; AID 720508;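 active means inhibition above the mean of compounds falling within the control limits plus 3 SD of them, cut at about 14% in these data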;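 further: 0% = plate median of compound wells and 100% = 10 µM Aha-Tn7 peptide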
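Assay system: human fibrin DD(E). Input: DD(E) 2 µM final. Medium: Tris buffer with calcium and detergent, pH 7.8. Compound dosing: single point at 8.3 µM. Timing: 10 min plus 3 h, room temperature. Technique: fluorescence polarization of the labelled Tn7 tracer. Read-out: percent inhibition. Replicates: singlicate testing.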
KLK7 zymogen act: activators of human kallikrein-7 zymogen; P49862; purified proKLK7, EDANS-DABCYL substrate fluorescence; 100% is mature enzyme control, 0% vehicle; activation, % at 7 µM; 370,000 compounds, 0.9% hits;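 active means activation above the mean of all tested compounds plus 3 SD, computed per campaign excluding outliers beyond control limits, cut at about 13% in these data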
Rev-erbA mod: modulates human Rev-erb alpha binding to DNA; 370,000 compounds, 0.79% hits; Rev-erbα–FITC-DNA binding, fluorescence polarization, 90 min; AID 1259318; P20393; activity, % at 10 µM;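 active means activity above about 14%, limit read from the data; passing the limit was not always enough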;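 further: 0% = DMSO wells with 35 nM protein and 100% = DMSO wells with 750 nM protein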
PLCg1 inh: PLC-gamma1 (human) inhibition, primary screen; P19174; purified PLC-gamma1, fluorogenic substrate, fluorescence; inhibition, % at 12.2 µM; 370,000 compounds, 0.84% hits; in the data active means inhibition above about 9.5%
An asterisk follows results filed as active.

Under each structure: ASAP1 inh	Tn6 DDE FP	UHRF1 binding	PLCb3 inh	HGIII-sPLA2 inh	ARFGAP1 inhibitor	Tn7 DDE FP	KLK7 zymogen act	Rev-erbA mod	PLCg1 inh
CC1(c2ccccc2Cl)NC(=O)N(CC(=O)Nc2ccc(N3CCCCC3)cc2)C1=O (centres undefined)
→ 7	-2	1	-3	1	-5	5	-0.3	0	2
CCOc1ccccc1OCCn1ncc2ccc(OC)c(OC)c2c1=O
→ -12	10	2	1	0	4	3	0.3	6	-3
N#Cc1cccnc1N1CCN(C(=O)c2ccco2)CC1
→ 3	1	1	-72	5	-2	1	1.8	2	-46
O=C(c1cc2nc(-c3ccccc3)cc(C(F)(F)F)n2n1)N1CCN2CCCC2C1 (centres undefined)
→ 2	3	-2	-146	-1	-5	0	3.1	3	-83
CC(C)(C)c1csc(N/N=C/c2ccc(O)cc2)n1
→ 19	9	1	-44	-15	22	4	-0.8	9	-26
Cc1ccc(C2Nc3ccccc3C(=O)N2Cc2ccco2)cc1 (centres undefined)
→ 9	-7	0	-391	-5	7	-6	13*	-1	-349
O=C(CCC(=O)Nc1ccccc1Cl)NNC(=O)C1CCCCC1
→ -8	-6	-2	-1	-2	3	-2	0.0	2	3
Cc1cccc(C(=O)OCC(=O)N2CCc3ccccc3C2)c1O
→ 3	-7	1	-5	-5	5	-2	0.7	3	-3
COC(=O)C1=C(CCc2ccccc2)NC(=O)NC1c1ccc([N+](=O)[O-])cc1 (centres undefined)
→ -5	1	0	4	3	1	-3	-0.2	0	1
Cc1n[nH]c(=O)c2c(NC(=O)CSc3nc4ccccc4c(=O)n3-c3ccc(OC(F)F)cc3)oc(C)c12
→ -12	-8	0	-6	-10	-3	-1	-1.6	1	-3
CC(C)CN(C(=O)COC(=O)CNC(=O)c1ccccc1F)c1c(N)n(Cc2ccccc2)c(=O)[nH]c1=O
→ -3	-7	0	-4	2	9	10	0.3	-4	1
O=C1CCN(Cc2ccccc2)CCN1[C@H](COc1ccccc1)Cc1ccccc1
→ 14	-3	-3	8	-2	-7	0	1.0	-2	2
CC(Sc1nnc(-c2cccnc2)n1N)C(=O)Nc1ccc2c(c1)OCCO2 (centres undefined)
→ 5	-2	1	-4	3	-1	-8	-0.3	6	0
O=c1[nH]c(CN2CCN(Cc3ccccc3)CC2)nc2scc(-c3ccccc3)c12
→ -3	-6	-3	-17	-14	-9	-9	1.4	5	-7
CC(C)[n+]1ccn(C2=C([O-])c3ccccc3C(=O)/C2=N\S(=O)(=O)c2ccccc2)c1
→ -4	6	-7	-1	-1	14	-12	-0.6	9	1

Complete entries as entered above. Order of screens: ASAP1 inh, Tn6 DDE FP, UHRF1 binding, PLCb3 inh, HGIII-sPLA2 inh, ARFGAP1 inhibitor, Tn7 DDE FP, KLK7 zymogen act, Rev-erbA mod, PLCg1 inh
O=C1CCN(Cc2ccccc2)CCN1[C@H](COc1ccccc1)Cc1ccccc1 is listed as 14, -3, -3, 8, -2, -7, 0, 1.0, -2, 2
O=c1[nH]c(CN2CCN(Cc3ccccc3)CC2)nc2scc(-c3ccccc3)c12 is listed as -3, -6, -3, -17, -14, -9, -9, 1.4, 5, -7
CCOc1ccccc1OCCn1ncc2ccc(OC)c(OC)c2c1=O is listed as -12, 10, 2, 1, 0, 4, 3, 0.3, 6, -3

Carrying on.
Under each structure: ASAP1 inh	Tn6 DDE FP	UHRF1 binding	PLCb3 inh	HGIII-sPLA2 inh	ARFGAP1 inhibitor	Tn7 DDE FP	KLK7 zymogen act	Rev-erbA mod	PLCg1 inh
CC(=O)Nc1ccc(S(=O)(=O)NNC(=O)c2ccc(S(=O)(=O)N3CCCCC3)cc2)cc1
→ -12	4	2	5	3	-9	4	-0.2	1	1
O=c1cc(N2CCCCCC2)[nH]c(=O)n1-c1ccc(Cl)cc1
→ -7	-5	-3	3	1	2	-6	0.2	7	2
CON(C)c1nc(NCC(C)C)nc(OCC#N)n1
→ 1	3	1	0	3	11	1	-0.2	0	2
Oc1ccc(/C=N/Nc2ccc(Cl)nn2)cc1O
→ 19	-14	1	-1	12	6	3	-0.4	-4	4
C=CCSc1nc2c(c(=O)[nH]1)C(C(C)C)C(C#N)=C(N)O2 (centres undefined)
→ 5	-4	0	-6	2	-2	2	-0.2	5	-3
O=C(CSc1nnc(-c2cccnc2)o1)Nc1cccc(F)c1
→ 7	1	1	-5	-1	11	2	0.1	-3	-2
COC(=O)c1ccc2nc3c(cc2c1)[C@@H]1CCN2C(=O)CCC[C@H](C3)[C@H]12
→ -21	2	-2	-8	9	-4	1	0.3	2	-5
C=CCN1C(=O)c2ccc(C(=O)N(C)CC(=O)Nc3ccccc3Cl)cc2C1=O
→ -3	0	2	-2	0	-1	-8	0.4	0	-2
COc1ccc2nc(-n3c(O)c(C4=c5ccccc5=NC4=O)[nH]c3=S)sc2c1
→ -12	-1	-5	2	2	4	5	-0.7	-36	4
CC(C)NC(=O)N(C)C[C@H]1OCCCC[C@H](C)Oc2ccc(NS(=O)(=O)c3ccccc3)cc2C(=O)N([C@H](C)CO)C[C@H]1C
→ 0	0	22*	-1	6	-9	6	-0.2	1	0
C=CCn1c(=O)c(C(=O)NCc2ccc3c(c2)OCO3)c(O)c2cc(OC)c(OC)cc21
→ -6	-4	1	2	3	2	3	-0.4	17	2
O=C(Nc1ccccc1)c1cccc(NC(=O)c2ccco2)c1
→ 6	-2	-1	3	-4	-11	6	-0.1	0	0
O=C(NCCc1ccc(Cl)cc1)c1cc2ccccn2n1
→ -8	4	-2	-4	-4	3	-7	0.0	-3	-1
CCN1C(=O)/C(=C2\SC(=S)N(CCCOC)C2=O)c2ccccc21
→ -2	2	0	4	5	11	-2	20*	-5	0
O=C(CCCCCNC(=S)Nc1ccc(Cl)cc1)C[N+](=O)[O-]
→ 2	-1	2	0	-4	1	4	0.2	8	0
COc1ccc(C2N3CC4(C)CN2CC(C)(C3)C4O)cc1 (centres undefined)
→ 0	-3	0	-3	10	5	0	0.1	1	1
CN(C)c1ccc(-c2ccnc3c2CC(C)(C(=O)NCCc2ccccc2)O3)cc1 (centres undefined)
→ -8	-1	1	-396	4	7	2	-11	4	-302
CCN(c1ccc(NC(=O)CSCc2c(C)noc2C)cc1)C(C)C
→ -4	0	0	2	13	-1	5	-0.1	5	0
COc1ccc(-c2onc(C)c2-c2ccccc2)c(O)c1
→ -2	2	3	-1	-32	10	1	-1.4	0	2
S=c1[nH]nc(-c2ccc(Cl)cc2)n1/N=C/C=C/c1ccco1
→ -9	0	9	-14	25*	-6	2	0.4	-2	-5
CCN(CC)CCNC(=O)Cn1c(=O)c2cccn2c2ccc(F)cc21
→ -6	6	-2	-7	-1	6	-4	-0.3	-8	-1
CCc1cccc(NC(=O)CN(c2ccc(C)cc2)S(=O)(=O)c2c(C)noc2C)c1
→ 10	3	-1	-4	-18	-3	7	0.2	-1	2
O=C(OCC(=O)N1CCN(c2ccccc2)CC1)C1=COCCO1
→ 6	-3	-2	-1	1	10	-5	-0.9	0	-1
Cc1cccc2nc(CNC(=O)CC3C(=O)NCCN3Cc3cccc(F)c3)cn12 (centres undefined)
→ 13	4	-1	-9	5	4	-3	0.6	-7	-6
C=CCn1c(NCCc2ccccc2)nc2c1c(=O)n(C)c(=O)n2C
→ 8	-1	-1	2	2	18	-1	-0.4	2	1
Cc1cccc(NC(=O)CSc2ccc(-c3ccco3)nn2)c1
→ -7	-3	16	-2	-1	2	4	0.3	0	-8
O=C(c1cc(-c2cccs2)nc2ccccc12)N1CCN(c2ccccc2)CC1
→ 1	-4	-2	-18	-10	1	5	-3.6	1	-17
CCOc1ccc(C(C)NC(=O)Cc2ccccc2F)cc1OCC (centres undefined)
→ -9	0	-3	-1	2	-15	6	-1.0	-2	3
O=C1C2C3C=CC(CC3)C2C(=O)N1c1ccc(Cl)cc1Cl (centres undefined)
→ -4	-2	-1	-1	-4	0	-3	0.2	-5	-4
CN(Cc1ccsc1)C(=O)CCc1nnc(Cc2c[nH]c3ccccc23)o1
→ -19	-5	-1	-1	-20	-5	-5	-0.6	-6	-2
COc1ccccc1Oc1ccccc1[N+](=O)[O-]
→ -2	4	-2	-18	0	4	-3	0.1	-1	-8
COc1ccc(NS(=O)(=O)c2ccc(N3CCOCC3)c(NC(=O)c3ccco3)c2)cc1
→ 0	0	4	-6	-1	9	-1	0.2	-5	-2
[O-]/C(=C(\C(=S)Nc1ccc(SC(F)F)cc1)[n+]1cccc(CO)c1)c1ccc(Cl)s1
→ -13	9	-4	-2	-1	7	-2	-0.2	9	-1
Cc1ccc2c(CSc3nnnn3C)cc(=O)oc2c1
→ -7	3	3	1	4	5	6	0.0	1	1
O=C(c1ccccc1F)N(Cc1ccccc1)C1CCS(=O)(=O)C1 (centres undefined)
→ 8	0	1	0	3	-1	7	0.2	0	-3
OCC1CCCN(Cc2ccc(-c3ccccc3)cc2)C1 (centres undefined)
→ 6	-3	14	4	-4	-7	-4	0.0	0	0
O=NN(Cc1cccnc1)C(=O)NC1CCCCC1
→ 10	1	1	-6	4	22	5	-2.9	-9	-4
Clc1ccc(N=C2SCCS2)cc1
→ -12	-5	-2	-5	-4	-6	1	0.0	4	2
CN1CCN(CC#CCC2(O)c3ccccc3-c3ccccc32)CC1
→ 4	-4	12	1	-4	5	-10	-0.1	8	-1
CCN(CC(=O)Nc1c(F)cccc1F)C(=O)c1ccccc1F
→ -4	2	0	-2	1	-4	1	0.2	0	1
Cc1nc(Sc2ccc(Cl)cc2)c(C#N)c(C)c1[N+](=O)[O-]
→ -1	0	-2	1	7	-2	3	0.2	3	-2
COc1ccc(N2CCN(C(=O)CCc3ccccc3OC)CC2)cc1
→ -14	-3	-2	-3	3	-6	-2	0.1	-7	2
O=C(Cc1ccc(Cl)cc1)NC(=S)Nc1ccccc1O
→ 13	7	3	-4	-6	-2	2	-0.4	12	2
CCc1c(O)nc(SCC(N)=O)n(-c2ccccc2F)c1=O
→ -15	9	0	2	6	4	5	0.5	4	2
CN(C)CCN(Cc1ccco1)S(=O)(=O)c1ccc(-c2ccc(=O)[nH]n2)s1
→ -1	6	-3	-8	6	-9	4	0.3	5	-2
COc1ccc(CC(=O)NCC2CCCN(Cc3cccc(SC)c3)C2)cc1 (centres undefined)
→ -12	5	-1	-3	-4	-1	-2	0.0	6	1
COc1ccc(C(=O)COC(=O)c2cc(C)no2)c(OC)c1
→ 7	-10	2	-6	1	2	2	-0.2	3	-3
O=c1c2ccccc2nc(-c2cccs2)n1-c1ccc2ccccc2c1
→ 0	-14	-1	-3	6	3	3	-0.4	2	-5
Cc1ccc(-n2ncc3c(NCc4ccccn4)ncnc32)c(C)c1
→ 8	3	-1	-12	5	-4	5	0.1	0	-10
COC(=O)CCC(=O)N1CCC(CCC(=O)NCc2ccc(F)cc2)CC1
→ 8	0	0	-3	2	15	7	-0.1	1	13*

Assay outcomes (PubChem BioAssay)

Compounds as they come. Share with any hit: about 4.5%.
